Screening results as filed in PubChem BioAssay.
D2 PAM: HTS Assay for Positive Allosteric Modulators of the Human D2 Dopamine Receptor: Primary Screen for Potentiators; HEK293 T-REx D2, calcium flux, EC20 dopamine potentiation; 340,000 compounds, 0.34% hits; D(2) dopamine receptor (Homo sapiens), P14416; potentiation, % at 10 µM;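 active means potentiation over 3 SD above the plate norm, cut at about 30% in these data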; further: 0% is about no effect
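Tetracycline-induced HEK293 T-REx cells force-coupled to calcium signalling expressed D2; compounds were pin-added after a 10 s baseline, read kinetically 180 s, then an EC20 dopamine challenge followed with a further 180 s calcium read.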
Vif-A3G inh: qHTS for Inhibitors of Vif-A3G Interactions: qHTS | AID 602310, 2012 | DNA dC->dU-editing enzyme APOBEC-3G (Homo sapiens), Q9HC16 | HeLa A3G-eYFP + Vif (tagged APOBEC3G with the HIV-1 protein that degrades it), YFP fluorescence, overnight | 410,000 compounds, 0.076% hits | Potency, µM (top dose mostly 46.1 µM), without a hit: at the highest dose activity, negative = active, hits mostly inhibitors;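 further: potency means the concentration at half of the fitted maximal effect; on the % scale 0 is the no-effect control and ±100 the full control effect; nearly all actives have a fitted effect of over 60% in size; hits raise eYFP signal because A3G escapes Vif-driven loss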
Target sequence (Q9HC16 whole entry, looked up): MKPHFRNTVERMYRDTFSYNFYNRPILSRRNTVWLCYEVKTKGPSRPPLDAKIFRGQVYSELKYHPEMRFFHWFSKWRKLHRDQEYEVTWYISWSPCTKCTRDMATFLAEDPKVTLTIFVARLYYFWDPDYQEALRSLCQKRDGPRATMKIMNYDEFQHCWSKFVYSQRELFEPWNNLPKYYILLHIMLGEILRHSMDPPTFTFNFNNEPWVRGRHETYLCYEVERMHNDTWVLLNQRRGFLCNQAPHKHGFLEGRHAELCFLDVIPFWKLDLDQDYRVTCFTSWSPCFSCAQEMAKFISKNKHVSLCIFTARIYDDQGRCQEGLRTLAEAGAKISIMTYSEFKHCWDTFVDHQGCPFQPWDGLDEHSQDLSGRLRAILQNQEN
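HeLa cells stably expressing Vif and C-terminally eYFP-tagged A3G, seeded overnight at 37 deg C, then exposed to compound by pintool overnight at 37 deg C. Rise in yellow fluorescence (Ex 488/Em 500-530, Acumen) marks blocked Vif-driven A3G degradation.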
LDHA inh: qHTS assay for inhibitors of human lactate dehydrogenase. activity change, % (values are at about 110 or 230 µM). 480,000 compounds, 0.15% hits. L-lactate dehydrogenase A chain (Homo sapiens), P00338. purified LDHA, NADH/diaphorase-resazurin fluorescence; active compounds read low; in the data active means activity change below about -30%; inconclusive means mostly about -25% to -30%;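 further: plate controls were DMSO wells for no effect and wells without enzyme for full effect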
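Human LDH5 at 2 nM final in Tris HCl pH 7.4 with 0.06 mM NADH and 0.2 mM pyruvate, reacted 5 minutes at room temperature. Remaining NADH coupled via diaphorase/resazurin; resorufin fluorescence read at 0 and 20 minutes, normalized to enzyme-free and DMSO wells.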
Vif-APOBEC3F blk: qHTS for Inhibitors of Vif-A3F Interactions: qHTS. 390,000 compounds, 0.2% hits. HeLa A3F-eYFP + Vif (tagged APOBEC3F with the HIV-1 protein that degrades it), YFP fluorescence increase. AID 602313, 2012. Potency, µM (highest dose often 46.1 µM), for the others: at the highest dose activity, negative = active; further: potency means the concentration at half of the fitted maximal effect; % of control where 0% means no effect; nearly all actives have a fitted effect of over 65% in size
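Fluorescence increase (Ex 488/Em 500-530) after overnight compound treatment at 37 deg C flags inhibition of Vif-driven A3F-eYFP loss in stable HeLa A3F-eYFP/Vif cells seeded overnight beforehand.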
Glioma ERSR ind: qHTS for Inducers of the Endoplasmic Reticulum Stress Response (ERSR) in Human Glioma: qHTS; U87-MG GRP78 promoter luciferase reporter, 16 h; Potency, µM, for the others: at the top dose activation, hits mostly activators; 420,000 compounds, 0.02% hits; AID 602332, 2012; further: potency means the concentration at half of the fitted maximal effect; series mostly up to about 76 µM; % of control where 0% means no effect; nearly all actives have a fitted effect of over 35% in size
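Stably transfected U87-MG glioma cells carrying a GRP78-based luciferase sensor; 16 h compound incubation. Luminescence end-point read 10 min after Bright-Glo addition at room temperature.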
D1 PAM: Potentiators of Human D1 Dopamine Receptor: qHTS. D(1A) dopamine receptor (Homo sapiens), P21728. AID 504651, 2011. HEK293 TREx D1 cells, calcium flux, dopamine EC20 potentiation. potentiation, % at 10 µM. 360,000 compounds, 0.036% hits; in the data active means potentiation above about 30%; further: 0% is about no effect
Target sequence (P21728 whole entry, looked up): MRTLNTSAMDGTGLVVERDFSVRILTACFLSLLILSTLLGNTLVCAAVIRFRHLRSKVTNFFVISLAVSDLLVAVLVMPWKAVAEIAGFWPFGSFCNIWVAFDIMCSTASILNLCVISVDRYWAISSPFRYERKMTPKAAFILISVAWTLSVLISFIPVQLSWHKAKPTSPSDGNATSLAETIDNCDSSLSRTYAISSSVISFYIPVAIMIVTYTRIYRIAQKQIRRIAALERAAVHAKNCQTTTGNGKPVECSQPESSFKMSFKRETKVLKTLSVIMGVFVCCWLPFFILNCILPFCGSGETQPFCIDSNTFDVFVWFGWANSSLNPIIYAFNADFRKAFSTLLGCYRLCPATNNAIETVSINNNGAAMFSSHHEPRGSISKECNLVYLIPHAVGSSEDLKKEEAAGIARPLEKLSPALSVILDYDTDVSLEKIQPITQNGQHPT
D1 agonist: Allosteric Agonists of the Human D1 Dopamine Receptor: qHTS; D(1A) dopamine receptor (Homo sapiens), P21728; HEK293 T-REx D1 cells, calcium flux, agonist mode; activation, % at 2 µM; 360,000 compounds, 1% hits; AID 504660, 2011; in the data active means activation above about 30%; further: 0% is about no effect
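Inducible HEK293 T-REx D1 cells, force-coupled to calcium signalling, were plated at 4000 cells/well with tetracycline and held overnight at 30 C. After no-wash calcium dye loading, compound-evoked calcium rise over 180 s flagged agonists.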
RXFP1 ag: qHTS Assay for Agonists of the Relaxin Receptor RXFP1; HEK293T-RXFP1 cAMP TR-FRET, 30 min; response scale: percent of porcine relaxin response, buffer zero; Relaxin receptor 1 (Homo sapiens), Q9HBX9; AID 2676, 2010; Potency, µM (titrated, usually from 57.5 µM), without a hit: top-dose activation, usual class: activators; 370,000 compounds, 0.3% hits; further: potency means the concentration at half of the fitted maximal effect; on the % scale 0 is the no-effect control and ±100 the full control effect; nearly all actives have a fitted effect of over 60% in size; many of its hits are not listed in these tables
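HEK293T cells stably expressing RXFP1 were pretreated with the PDE4 inhibitor Ro 20174, exposed to compounds for 30 min at 37C, lysed, and cAMP was read by TR-FRET. Data normalized to buffer (basal) and 29 nM porcine relaxin (100%).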
D1 antagonist: Antagonist of Human D 1 Dopamine Receptor: qHTS; D(1A) dopamine receptor (Homo sapiens), P21728; HEK293 TREx D1 cells, calcium flux, dopamine EC80; active compounds read low; activity change, negative = inhibition, % at 10 µM; 360,000 compounds, 3.2% hits; in the data active means activity change below about -30%; further: on the % scale 0 is the no-effect control and ±100 the full control effect
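Allosteric or orthosteric antagonism assessed as attenuation of the calcium response to EC80 dopamine, added 180 s after compound, in induced HEK293 Trex D1 cells loaded with no-wash calcium dye.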
* hit, by the source's call; ? = inconclusive; . = no result given; & = joins results of further samples. Unless noted, the call rests on the fitted dose curve; in most records, active means well fitted curve in the direction sought with a large enough effect; inconclusive means small, poorly fitted or top-dose-only effect, or another doubt; inactive means no such curve, though single readings can be large; an effect the other way counts as inactive or inconclusive. A portion of the library; the hit share may differ from the screen's.

SMILES,D2 PAM,Vif-A3G inh,LDHA inh,Vif-APOBEC3F blk,Glioma ERSR ind,D1 PAM,D1 agonist,RXFP1 ag,D1 antagonist
CNC(=S)N/N=C/c1c(C(=O)OC)cnn1-c1ccc(F)cc1F,0,-1%,-4,2%,-4%,-4,1,1.6%,6
CCc1nnc(SCC(=O)Nc2ccc3c(c2)OCO3)n1CC,-1,-1%,-5,-22%,1%,8,0,0.2%,1
CCS(=O)(=O)NCc1cn2ccsc2n1,-1,4%,-5,4%,-5%,4,1,-2.5%,11
CCCCN(C(=O)C1CSC2(C)CCC(=O)N12)c1c(N)n(CC(C)C)c(=O)[nH]c1=O (stereo not given),6,0%,0,-1%,3%,1,3,-0.1%,9
CCOc1cc(CNc2cccc3ccccc23)cc(Br)c1OCC(=O)NC(C)(C)C,-11,-1%,8,-1%,-2%,-3,-2,2.6%,-2
O=C(NN=Cc1ccccc1)NN=Cc1ccccc1,.,1%,-13,7%,7%,.,.,.,.
Brc1cc(Br)cc(CN2CCSCC2)c1,3,-9%,-6,-1%,-1%,0,1,-2.6%,8
COC(=O)CN1C(=O)N/C(=C/c2cc3c(cc2OC)OCO3)C1=O,35*,-5%,3,-1%,-2%,-1,6,-1.3%,3
CCC(Sc1nncn1C)C(=O)Nc1nnc(-c2ccc(Cl)cc2)s1 (stereo not given),.,-1%,4,10%,0%,-8,1,0.5%,-4
O=C(Nc1cccc2nsnc12)c1ccc2c(c1)OCO2,-5,1%,-6,7%,3%,-2,2,2.6%,0
CCCn1c(SCC(=O)NC(C)C)nc2sc3c(c2c1=O)CCC3,4,-6%,-3,-1%,0%,-2,2,2.1%,-2
O=C(c1cccc2nc3ccccc3nc12)N1CCOCC1,-4,-1%,2,14%,-4%,-6,1,5.0%,1
CCOc1ccc(N(C)Cc2cc(=O)oc3ccc(OC)cc23)cc1,3,-4%,0,3%,-1%,4,5,-1.4%,-3
O=C(Cn1cc(C(F)(F)F)cc(Cl)c1=O)NCc1ccc(Cl)cc1,5,-4%,-9,?,-2%,2,0,1.2%,2
N#Cc1ccc(CN2CCN(C(=O)c3cc(Cl)c4c(c3)OCCO4)CC2)cc1,-5,3%,0,0%,-2%,-3,0,0.7%,-7
Cn1cnnc1SCC(=O)c1ccc(O)c(O)c1,0,1%,9,-7%,-2%,5,2,-1.4%,8
COc1ccc(N(CC(O)Cn2nnc3ccccc32)S(=O)(=O)c2ccc(C)cc2)cc1 (stereo not given),13,-5%,0,-8%,-1%,-4,1,0.2%,-6
Cc1nc(-c2ccccc2)nc2[nH]c(=O)n(-c3ccccc3)c(=O)c12,10,4%,-2,0%,?,0,3,-1.4%,10
COC(=O)c1ccc(NC(=O)C(=O)c2cccn2C)cc1,13,-9%,0,0%,-7%,3,3,-1.5%,2
CCCC(=O)OCC(=O)Nc1cc(Cl)ccc1[N+](=O)[O-],2,-3%,-1,-4%,1%,1,2,5.6%,-16
CCCCN1CC(c2nc3ccccc3n2CCCCOc2c(C)cccc2C)CC1=O (stereo not given),0,-1%,1,0%,-9%,-5,5,2.1%,-17
Nc1nonc1-n1nnc(C(=O)N/N=C/c2ccccc2)c1CN1CCc2ccccc21,19,2%,0,8%,-4%,.,3,0.9%,0
CCOc1ccc(/C=N/n2c(SC)nnc(C(C)(C)C)c2=O)cc1,5,0%,-4,-2%,-3%,1,4,-0.2%,-2
CCOC(=O)c1ccc(CNC(=O)C(Cc2c[nH]c3ccccc23)NC(C)=O)o1 (stereo not given),18,0%,-1,5%,-3%,10,-3,1.4%,25
Cc1ccc(-n2c(Cn3nc(C(F)(F)F)cc3C)n[nH]c2=S)cc1,-2,1%,-4,-2%,-4%,1,-1,2.1%,22
COC(=O)c1ccc2c(=O)n(C3CCCCC3)c(SCC#N)nc2c1,.,2%,-4,-12%,-1%,8,5,-2.5%,4
CC(=O)c1cccc(CN2CCCCC2C(=O)Nc2ccc(Oc3ccccc3)nc2)c1 (stereo not given),4,1%,1,5%,-2%,3,3,1.2%,0
Cc1nc2sccn2c(=O)c1S(=O)(=O)NCC1CCN(Cc2ccccc2Cl)CC1,-1,-1%,1,-3%,-4%,9,5,0.7%,-66*
COc1ccc(C(CC(=O)N2CCCC2)c2c(OC)cc(OC)c3c(-c4ccccc4)cc(=O)oc23)cc1 (stereo not given),-5,-2%&-14%,5,-10%,-5%&-2%,-3,0,0.0%,-1
O=C(CSc1nnnn1C1CCCCC1)N1CCCC1,1,-5%,-9,3%,0%,0,0,-1.0%,11
COc1ccc(-n2c(CCc3ccccc3)n[nH]c2=S)cc1,6,2%,-7,-1%,-1%,5,-1,0.8%,.
O=C1CC(=O)C(n2cncn2)C(c2c(F)cccc2Cl)C1 (stereo not given),1,1%,-7,-2%,-3%,-1,2,0.2%,-13
CC(=O)N1CCC(N(Cc2ccc(C)o2)C(=O)Nc2ccc(C)cc2)CC1,3,-2%,-6,-2%,1%,6,-2,0.2%,2
CCOCCCn1cnc2c(c1=O)c1nc3ccccc3nc1n2-c1ccccc1,0,3%,-2,0%,-6%,6,0,0.5%,2
CC(C)(C)OC(=O)N1CCc2onc(-c3ccc([N+](=O)[O-])cc3)c2C1=O,.,-9%,-9,-24%,-5%,.,.,.,.
Nc1nc(SCc2ccc(F)cc2)ns1,11,-3%,-4,-12%,9%,-1,9,0.4%,-18
Cc1ccsc1/C=C1\SC(N)=NC1=O,-4,1%,5,3%,2%,-7,2,-2.0%,-10
COc1cc(C(=O)N(CCc2ccccc2)C2CC3CCC(C2)N3C)cc(OC)c1OC (stereo not given),0,3%,-8,-7%,-4%,2,1,-0.3%,19
CCOC(=O)c1sc2cc([N+](=O)[O-])cc(SCC(C)C)c2c1N,0,?,1,?,-2%,-4,55*,-1.6%,18
Cc1cc(C)c(C#N)c(SCc2nc3ccccc3[nH]2)n1,-1,0%,-4,5%,?,-5,1,5.0%,-1
CC12CCC(c3c(C(=O)Nc4nccs4)nn(-c4ccccc4)c31)C2(C)C (stereo not given),4,-4%,4,-4%,-4%,-3,1,0.5%,12
CCOC(=O)C1(CC2CCCCO2)CCN(C(=O)Nc2ccc(C(=O)OC)cc2)CC1 (stereo not given),-11,2%,-2,-9%,1%,0,10,-0.1%,-4
CCOC(=O)C(Cc1c(F)cccc1F)(NC(C)=O)C(=O)OCC,2,-1%,-8,4%,-1%,7,1,0.1%,3
CCOc1ccc(NC(=O)Cn2c(=O)oc3cc(S(=O)(=O)N4CCCCCC4)ccc32)cc1,1,-4%,-16,-11%,0%,-2,7,-0.2%,-11
CC(C)c1cc(C(=O)Nc2sc3c(c2C#N)CCC3)no1,2,?,-1,-6%,-2%,-8,5,0.9%,-14
CN(Cc1ccccc1)C(=O)[C@@H]1CCCN1S(=O)(=O)c1ccc(Cl)cc1,.,7%,-5,1%,-2%,8,0,3.2%,10
CCOC(=O)C1CCCN(C2=NC(=O)/C(=C/c3ccc(N(C)C)cc3)S2)C1 (stereo not given),-18,?,1,?,-1%,-7,60*,2.6%,3
CC(CNCCCn1cnc2c(OCc3ccccc3)ncnc21)c1ccccc1 (stereo not given),.,2%,-11,5%,-4%,.,.,.,.
O=Cc1nc(-c2ccccc2Cl)n2ccccc12,-6,1%,0,-17%,2%,4,3,0.1%,11
CC1CN(CC(=O)Nc2cccc(C(=O)Nc3cccc(C(F)(F)F)c3)c2)CC(C)O1 (stereo not given),-7,1%,3,7%,-6%,1,3,2.0%,-10
CCCCNC(=O)c1ccc(S(=O)(=O)c2ccc(Cl)cc2)c(NC(C)=O)c1,-3,-10%,-4,8%,2%,-2,6,-0.6%,16
COc1ccc(-n2nc(C(=O)NCc3ccco3)c3c4ccccc4n(C)c3c2=O)cc1,1,-4%,-9,-19%,0%,-3,10,3.0%,6
Cc1cc(C)cc(C(=O)N2CCN(c3ccccn3)CC2)c1,15,4%,0,-6%,-2%,1,1,4.1%,5
O=C1CC(Nc2cc(=O)[nH]c(=O)[nH]2)C(=O)N1c1ccccc1Cl (stereo not given),16,0%,-7,-5%,-3%,-10,0,5.1%,-9
Cc1cc(C)cc(NC(=O)CSc2nc(=O)[nH]c3c2CCC3)c1,-1,-7%,3,1%,-2%,-2,2,2.5%,.
O=C(NN=C1C2CC3CC(C2)CC1C3)c1cc(Cl)ccc1O,4,1%,0,7%,3%,-1,3,-0.6%,-14
